BoNT-F LC inh: BoNT F light chain protease inhibition | hit rate 0.22% among 360,000 | inhibition, % at 10 µM | AID 588497 | Multiplex microsphere protease cleavage assay, flow cytometry; in the data active = inhibition above about 35%, passing the limit was not always enough; inconclusive = no clear call, values can overlap the other calls; also: plate controls were buffer without enzyme for full effect and enzyme alone for no effect
Mtb FBA inh: inhibitors of M. tuberculosis fructose-bisphosphate aldolase | P9WQA3 | AID 588726 | purified M. tuberculosis FBA, fluorescence read-out | hit rate 2.3% among 360,000 | inhibition, % at 1 µM; in the data active = inhibition above about 27%;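 also: 0% = vehicle and 100% = reference inhibitor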
BoNT-A LC inh2: inhibitors of Botulinum neurotoxin A light chain protease | AID 588499 | inhibition, % at 10 µM | multiplex microsphere protease substrate cleavage, flow cytometry | hit rate 0.17% among 360,000; also: plate controls were buffer without enzyme for full effect and enzyme alone for no effect
PfHsp40 yeast: compounds rescuing yeast from Plasmodium falciparum HSP40 toxicity; S. cerevisiae expressing PfHsp40, growth rescue, ATP luminescence; growth rescue, % at 12.5 µM; hit rate 0.68% among 340,000; AID 504582; in the data active = growth rescue above about 28%, passing the limit was not always enough; inconclusive = no clear call, values can overlap the other calls;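 also: yeast W303a lacking pdr1 and pdr3 grown in galactose medium; growth measured after three days at 30 °C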
FadD28 FP inh: blocks FadD28 binding to the bisubstrate probe; inhibition, % at 12.5 µM; fluorescence polarization; AID 588549; hit rate 0.22% among 360,000; in the data active = inhibition above about 8.5%, passing the limit was not always enough; inconclusive = no clear call, values can overlap the other calls
GDH-TPI counter: counter-screen for M. tuberculosis FBA inhibitors: GDH-TPI coupled enzymes | GDH-TPI coupled enzyme counterscreen, NADH absorbance | inhibition, % at 4.8 µM | hit rate 1.2% among 360,000 | AID 588335; in the data active = inhibition above about 30%;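 also: 0% = DMSO wells and 100% = wells lacking the enzyme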
BioA inh: inhibitors of Mycobacterium tuberculosis BioA enzyme. purified M. tuberculosis BioA enzyme, plate reader. inhibition, % at 9.99 µM. hit rate 0.096% among 360,000. AID 602481; in the data active = inhibition above about 40%; inconclusive = no clear call, values can overlap the other calls
Mtb UGM inh: Mtb UDP-galactopyranose mutase inhibition. purified UGM, fluorescence polarization probe displacement. inhibition, % at 10 µM. hit rate 0.06% among 320,000. AID 504406; in the data active = inhibition above about 10%, passing the limit was not always enough; inconclusive = no clear call, values can overlap the other calls
Anthrax LF prot: anthrax lethal factor protease inhibition; hit rate 0.12% among 360,000; inhibition, % at 10 µM; multiplex microsphere protease cleavage assay, LF; P15917; also: plate controls were buffer without enzyme for full effect and enzyme alone for no effect
Target sequence (P15917 whole entry, looked up): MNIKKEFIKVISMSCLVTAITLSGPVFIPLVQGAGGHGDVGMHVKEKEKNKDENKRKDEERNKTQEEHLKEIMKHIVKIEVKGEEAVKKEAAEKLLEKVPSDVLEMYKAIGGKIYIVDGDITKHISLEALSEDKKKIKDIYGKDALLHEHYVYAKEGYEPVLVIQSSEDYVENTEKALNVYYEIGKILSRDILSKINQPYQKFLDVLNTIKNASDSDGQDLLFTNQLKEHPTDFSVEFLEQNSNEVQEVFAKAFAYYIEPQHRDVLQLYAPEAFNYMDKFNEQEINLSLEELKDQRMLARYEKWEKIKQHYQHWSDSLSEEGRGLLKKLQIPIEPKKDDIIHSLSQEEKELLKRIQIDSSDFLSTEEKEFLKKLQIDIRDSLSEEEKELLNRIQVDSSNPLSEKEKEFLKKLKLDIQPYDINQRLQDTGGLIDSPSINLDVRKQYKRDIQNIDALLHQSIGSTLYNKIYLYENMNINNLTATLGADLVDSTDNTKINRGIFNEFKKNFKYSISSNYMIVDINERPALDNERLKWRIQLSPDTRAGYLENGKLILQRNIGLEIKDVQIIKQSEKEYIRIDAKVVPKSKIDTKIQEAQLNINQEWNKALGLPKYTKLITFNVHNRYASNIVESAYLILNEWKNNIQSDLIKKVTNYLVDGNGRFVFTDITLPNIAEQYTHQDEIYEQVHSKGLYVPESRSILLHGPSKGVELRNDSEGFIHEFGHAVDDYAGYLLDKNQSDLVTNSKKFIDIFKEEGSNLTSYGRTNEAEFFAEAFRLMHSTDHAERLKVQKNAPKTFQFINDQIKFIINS
Starred values were filed as active, the others as inactive; ? = inconclusive; . = no result given. Rule as the data show it, unless noted: active = inhibition above about 30%; inconclusive = no clear call, values can overlap the other calls; inactive = below that.

item	Structure	BoNT-F LC inh	Mtb FBA inh	BoNT-A LC inh2	PfHsp40 yeast	FadD28 FP inh
1	CCn1c(C)nc2cc(C(=O)OC(C(F)(F)C(F)F)C(F)(F)C(F)F)ccc21	-5	-4	-0.3	?	-3.0
2	CCn1c(=O)c(C(=O)NNC(=O)c2cccc(Cl)c2)c(O)c2ccccc21	3	6	-0.5	2.0	1.3
3	Cc1ccc(S(=O)(=O)N2CCC[C@H]2C(=O)NC2=NCCS2)cc1	0	3	-0.2	-0.3	.
4	COC(=O)CCSCC(=O)N1N=C(c2ccc(OC)cc2)CC1c1cccc(OC)c1OC (stereo unspecified)	0	8	1.0	1.0	-0.6
5	Cc1ccccc1NC(=O)c1ccc(COc2ccc3c(C)cc(=O)oc3c2)cc1	4	12	1.1	0.4	-3.4
6	O=C(CN1CCN(S(=O)(=O)c2ccc(Br)cc2)CC1)Nc1ccc2c(c1)OCO2	-4	2	-0.3	1.3	-4.0
7	Cn1ncc2c(NCc3ccccc3)nc(NCCCO)nc21	-4	3	0.5	-3.1	-2.9
8	CC1OC(OC2C=C3CCC4C(CCC5(C)C(c6ccc(=O)oc6)CCC45O)C3(C)CC2)C(O)C(OC2OC(CO)C(O)C(O)C2O)C1O (stereo unspecified)	4	4	0.6	-1.1	0.5
9	CCc1ccccc1NC(=O)CC1SCCNC1=O (stereo unspecified)	-1	-3	-0.1	2.1	-1.1
10	CSc1ccccc1NC(=O)C(C)N(C)CC(=O)N1CCN(Cc2ccccc2)CC1 (stereo unspecified)	?	1	0.7	0.8	-1.1

item	GDH-TPI counter	BioA inh	Mtb UGM inh	Anthrax LF prot
1	3	1.1	-1.1	-2
2	10	-0.9	1.3	0
3	4	-1.5	.	-4
4	1	.	-0.3	-3
5	5	-0.5	3.7	0
6	6	0.4	.	-6
7	-1	2.2	1.1	3
8	2	.	.	3
9	-1	.	0.7	-4
10	4	11	.	6

Further records follow:
item	Structure	BoNT-F LC inh	Mtb FBA inh	BoNT-A LC inh2	PfHsp40 yeast	FadD28 FP inh
11	Cc1ccc(-c2nc3nc4ccccc4nc3n2Cc2ccco2)cc1	-11	14	0.8	0.4	-0.8
12	CN(CC1COc2ccccc2O1)C(=O)c1ccc(N(C)C)cc1 (stereo unspecified)	-3	0	-0.6	0.1	-0.5
13	O=C(C(=Cc1ccc(F)cc1)c1ccccc1)c1ccc(O)cc1	5	0	-0.4	3.0	-2.7
14	Cc1ccccc1OCCCN1CCCC1	13	-1	?	0.1	-0.1
15	CCn1nc(C)c(/C=N/NC(=O)Cn2cncn2)c1C	-3	1	-0.3	.	-2.4
16	CC(C)NCC(=O)NC12CC3CC(CC(C3)C1)C2	-3	0	-0.3	-1.9	0.9
17	COc1ccc(-c2n[nH]c(=S)n2/N=C/c2cccn2C)cc1	-10	0	-5.9	0.8	0.2
18	Cc1cccc(-c2nnc3sc(-c4ccccc4)nn23)c1	8	-4	1.0	0.7	-3.0
19	Cc1c(C(=O)N2CCC[C@H]2C(N)=O)oc2c(F)cccc12	7	0	1.0	-0.5	-0.2
20	Clc1cccc(Cl)c1C[n+]1cccc2ccccc21	?	6	-4.4	-0.9	-4.2

item	GDH-TPI counter	BioA inh	Mtb UGM inh	Anthrax LF prot
11	46*	-3.2	-0.4	-4
12	-3	.	6.8	-2
13	26	-0.5	.	-7
14	8	1.4	1.9	-21
15	2	1.8	-1.9	0
16	3	.	-0.9	-1
17	3	-0.7	0.0	-5
18	-13	0.0	-2.0	-3
19	-2	-0.7	0.2	10
20	1	-1.1	0.2	9

The results go on.
item	Structure	BoNT-F LC inh	Mtb FBA inh	BoNT-A LC inh2	PfHsp40 yeast	FadD28 FP inh
21	CNC(=O)c1ccc(NC(=O)CCNC(=O)Nc2ccccc2)cc1	0	0	-3.1	-0.8	-3.5
22	Cc1nc(C)c(C(=O)NNC(=O)c2ccc(Br)cc2)s1	-8	-1	-0.2	0.0	0.1
23	CCc1ccccc1N(CC(=O)NCCSCc1ccco1)S(C)(=O)=O	-5	0	1.1	-1.0	0.2
24	Cc1ccc(C)c(N2CCN(C(=O)c3ccc4nc(-c5ccco5)c(-c5ccco5)nc4c3)CC2)c1	7	2	17	-1.1	0.2
25	COC(=O)[C@@]1(C)[C@H]2C(=O)N(Cc3ccccc3)C(=O)[C@H]2[C@H]2CN=C(SCc3ccc(C#N)cc3)N21	-4	1	-0.3	0.2	-1.4
26	CC[C@]12c3[nH]c4cc(CCC(=O)N(C)C)ccc4c3CCN1C(=O)[C@@H](CC(=O)NCCCOC)C[C@@H]2C(=O)N1CCN(C(=O)C2CC2)CC1	-4	-2	0.0	-0.9	-3.2
27	O=C(O)CCN1C(=O)c2ccc(NC(=O)COc3ccccc3)cc2C1=O	-3	1	-5.2	?	0.3
28	CC(C)Sc1nnc(Cn2c(=O)sc3ccccc32)n1-c1ccccc1	-3	-1	-0.2	-0.6	-2.0
29	O=S(=O)(c1ccccc1)c1cnc2ccccc2c1	-2	-2	0.1	-0.9	0.8
30	Cc1cc(OCC(=O)C(C)(C)C)c2c(-c3ccccc3)cc(=O)oc2c1	-15	1	-0.8	2.0	-0.5

item	GDH-TPI counter	BioA inh	Mtb UGM inh	Anthrax LF prot
21	0	-2.1	.	3
22	8	.	-2.1	-2
23	10	-0.3	0.1	-2
24	14	-2.6	-2.1	6
25	10	0.4	.	-6
26	-3	-0.2	.	-5
27	7	0.2	-0.2	1
28	8	-0.3	1.7	-5
29	5	1.0	-1.4	-1
30	6	1.3	-0.1	-4

8 entries from above, bar-delimited:
No. | SMILES | BoNT-F LC inh | Mtb FBA inh | BoNT-A LC inh2 | PfHsp40 yeast | FadD28 FP inh | GDH-TPI counter | BioA inh | Mtb UGM inh | Anthrax LF prot
20 | Clc1cccc(Cl)c1C[n+]1cccc2ccccc21 | ? | 6 | -4.4 | -0.9 | -4.2 | 1 | -1.1 | 0.2 | 9
21 | CNC(=O)c1ccc(NC(=O)CCNC(=O)Nc2ccccc2)cc1 | 0 | 0 | -3.1 | -0.8 | -3.5 | 0 | -2.1 | . | 3
22 | Cc1nc(C)c(C(=O)NNC(=O)c2ccc(Br)cc2)s1 | -8 | -1 | -0.2 | 0.0 | 0.1 | 8 | . | -2.1 | -2
23 | CCc1ccccc1N(CC(=O)NCCSCc1ccco1)S(C)(=O)=O | -5 | 0 | 1.1 | -1.0 | 0.2 | 10 | -0.3 | 0.1 | -2
24 | Cc1ccc(C)c(N2CCN(C(=O)c3ccc4nc(-c5ccco5)c(-c5ccco5)nc4c3)CC2)c1 | 7 | 2 | 17 | -1.1 | 0.2 | 14 | -2.6 | -2.1 | 6
25 | COC(=O)[C@@]1(C)[C@H]2C(=O)N(Cc3ccccc3)C(=O)[C@H]2[C@H]2CN=C(SCc3ccc(C#N)cc3)N21 | -4 | 1 | -0.3 | 0.2 | -1.4 | 10 | 0.4 | . | -6
26 | CC[C@]12c3[nH]c4cc(CCC(=O)N(C)C)ccc4c3CCN1C(=O)[C@@H](CC(=O)NCCCOC)C[C@@H]2C(=O)N1CCN(C(=O)C2CC2)CC1 | -4 | -2 | 0.0 | -0.9 | -3.2 | -3 | -0.2 | . | -5
27 | O=C(O)CCN1C(=O)c2ccc(NC(=O)COc3ccccc3)cc2C1=O | -3 | 1 | -5.2 | ? | 0.3 | 7 | 0.2 | -0.2 | 1

Next part
item	Structure	BoNT-F LC inh	Mtb FBA inh	BoNT-A LC inh2	PfHsp40 yeast	FadD28 FP inh
31	CC(C)CCNC(=O)COc1cccc2c1OC(C)(C)C2	-1	-2	-0.6	0.6	-1.3
32	CC(=O)c1c(N)c(C#N)c(C)n1-c1ccc(Br)cc1	-6	-2	0.0	-1.7	-1.5
33	COc1ccccc1CN(C)C(=O)c1cccc(S(=O)(=O)N2CCCc3ccccc32)c1	-4	-2	0.4	-2.2	.
34	O=C(CSc1ccc(-c2cccs2)nn1)Nc1ccccc1F	-4	4	-0.4	0.4	-0.8
35	CC1CCCCN1C(=O)Cc1ccc(F)cc1 (stereo unspecified)	2	2	0.6	-0.7	-0.9
36	O=C(O)/C=C\C(=O)Nc1ccc(N2CCN(c3ccc(F)cc3)CC2)cc1	-33	9	0.8	-1.8	1.5
37	COc1ccc(S(=O)(=O)N2CCCCCC2)cc1C(=O)NCc1ccccc1Cl	-9	3	0.2	-0.1	-0.1
38	Cn1c(SCC(=O)C(C)(C)C)nnc1-c1cccnc1	4	2	2.4	-0.4	1.0
39	CCN1CCN(c2ncc(C(=O)Nc3ccccc3C(=O)OC)c3ccccc23)CC1	6	9	1.4	0.1	-2.4
40	O=C(NCC1CCCO1)c1cc(-c2ccccc2)nc2ccccc12 (stereo unspecified)	?	3	-5.1	-0.8	-2.2

item	GDH-TPI counter	BioA inh	Mtb UGM inh	Anthrax LF prot
31	7	.	-0.5	-3
32	15	1.9	-3.6	4
33	0	0.7	-1.0	-2
34	2	.	1.7	-2
35	-8	.	-1.7	7
36	-2	1.9	-3.7	-6
37	2	1.0	.	0
38	7	5.6	-3.5	3
39	31*	2.0	1.4	1
40	10	.	-3.3	-14

Further results
item	Structure	BoNT-F LC inh	Mtb FBA inh	BoNT-A LC inh2	PfHsp40 yeast	FadD28 FP inh
41	Oc1ccc(C=NC2CCCCC2)cc1	21	-4	-4.1	-0.4	-1.6
42	COc1ccc(S(=O)(=O)N(CC(=O)NCc2cccnc2)C2CCCCC2)cc1OC	-1	0	0.6	0.3	-0.6
43	Cc1cccc(-c2ocnc2C(=O)Nc2ccccc2C(=O)N2CCCC2)c1	-11	0	0.3	-0.2	-3.4
44	CN1CCc2c(sc(/N=C/c3ccco3)c2C(N)=O)C1	-17	40*	2.3	-0.8	-0.5
45	COc1ccc(OC)c(NC(=O)CSc2nnc(C3CCCCC3)n2-c2ccccc2)c1	-10	2	0.1	0.9	0.7
46	Cc1cc(C)nc(N(C#N)S(=O)(=O)c2ccccc2Cl)n1	-19	-2	0.2	0.0	-0.7
47	Cc1onc(-c2ccccc2)c1C(=O)NNC(=S)NC(=O)/C=C/c1ccccc1	-8	0	-1.6	-0.9	-0.7
48	O=c1cc(CSc2ccc(Cl)cc2)nc(N2CCCCC2)[nH]1	0	0	0.7	-0.2	-1.0
49	Cc1c(-c2ccccc2)nc2ccccc2c1C(=O)Nc1ccncc1	1	-2	1.5	-0.1	0.0
50	Cc1ccc(C(C(=O)NC2CCCC2)N(C(=O)c2csnn2)c2ccccc2)o1 (stereo unspecified)	15	-1	-2.4	-0.6	-3.6
51	Cc1c(CCC(=O)O)c(=O)oc2cc(OCc3cccc(Cl)c3)ccc12	40*	91*	0.2	1.2	.
52	Cc1ccc(NC(=O)COC(=O)c2cccnc2)cc1	-8	0	1.1	0.9	-1.7

item	GDH-TPI counter	BioA inh	Mtb UGM inh	Anthrax LF prot
41	37*	-1.2	0.8	0
42	-4	-0.7	1.7	2
43	1	0.7	0.1	-4
44	21	-6.2	2.3	2
45	1	3.4	-0.3	0
46	7	-3.4	4.6	-6
47	17	.	-0.2	0
48	11	-3.3	-0.9	2
49	1	1.5	2.0	4
50	1	-2.7	-0.8	-10
51	12	-0.5	-0.3	4
52	1	-1.4	-2.0	2

Screening results (PubChem)
